SSB-PriA inh: K. pneumoniae PriA-SSBct interaction inhibition. 430,000 compounds, 0.6% hits. AID 1272365. inhibition, % at 33 µM. AlphaScreen SSBct-PriA binding, biotinylated peptide; in the data active = inhibition mostly above about 37%, no sharp cut-off; inactive = mostly below about 20%;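 also: plate controls were negative control peptide for no effect and reference peptide for full effect; strong numbers were not always called active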
* hit, by the source's call; i = inactive; & = joins results of further samples. These rows are one share of the data; the hit share may differ from the screen's.

mol	SSB-PriA inh
CC(=NN1CCN(Cc2ccc(C)cc2)CC1)c1ccco1	-2
CCOC(=O)c1ccc(NC(=O)Cn2nc3c(SC4CCCCC4)nccn3c2=O)cc1	3
CCc1ccc(OCCS(=O)(=O)NCCn2cnc(C)c(C)c2=O)cc1	3
CN(Cc1cc(=O)[nH]c2ccccc12)C(=O)c1ccc(COc2ccc(Cl)cc2)o1	-6
Cc1ccc(S(=O)(=O)[C@@H](CNC(=O)C(=O)NCc2ccc3c(c2)OCO3)c2cccs2)cc1	-12
Cc1ccc(S(=O)(=O)N(C)c2c(C)ccc(S(=O)(=O)NCc3cccnc3)c2C)cc1	-11&7
NC(=NOC(=O)c1ccc2ccccc2c1)c1ccc(Br)cc1	-1
CC(C)=C1SC(=O)NC1=O	-18
CCC(=O)N1CCCc2ccc(NC(=O)Nc3cccc(OC)c3OC)cc21	-15
O=C(NC[C@H](O)c1ccoc1)C(=O)NC1CCCC1	-2

The last 7 compounds of the part before are carried over, then new ones follow:
mol	SSB-PriA inh
CN(Cc1cc(=O)[nH]c2ccccc12)C(=O)c1ccc(COc2ccc(Cl)cc2)o1	-6
Cc1ccc(S(=O)(=O)[C@@H](CNC(=O)C(=O)NCc2ccc3c(c2)OCO3)c2cccs2)cc1	-12
Cc1ccc(S(=O)(=O)N(C)c2c(C)ccc(S(=O)(=O)NCc3cccnc3)c2C)cc1	-11&7
NC(=NOC(=O)c1ccc2ccccc2c1)c1ccc(Br)cc1	-1
CC(C)=C1SC(=O)NC1=O	-18
CCC(=O)N1CCCc2ccc(NC(=O)Nc3cccc(OC)c3OC)cc21	-15
O=C(NC[C@H](O)c1ccoc1)C(=O)NC1CCCC1	-2
COc1ccccc1NCC(=O)NN=C/C=C/c1ccccc1	8
O=C1c2ccccc2-c2c1nc1ccccc1[n+]2[O-]	10
O=[N+]([O-])c1cccc(C=Nn2c(-c3cccnc3)n[nH]c2=S)c1	0
CC1(CC(=O)NN=Cc2cc3c(cc2Br)OCO3)OCCO1	-21
COc1cc(C=NNS(=O)(=O)c2ccc3ccccc3c2)ccc1OCCN1CCOCC1	20
O=C(NN=Cc1cccnc1)c1ccc(NC(=O)c2ccc(F)cc2)cc1	-8
O=C(Nc1ccc2c(c1)OCO2)N1CCC(Oc2cccnn2)CC1	-14
CC1C(=O)NCCN1C(=O)CCS(=O)(=O)c1ccccc1 (stereo not given)	-8
COc1ccc(CC(=O)NN=Cc2cccs2)cc1OC	-13
Cc1sc2ncnc(NN=Cc3cccc(O)c3)c2c1C	17
CCc1nnc(-c2ccc(NC(=O)CC3CCCC3)cc2)o1	-3
NC(=O)Cn1nc(C2CC2)c2cnn(-c3ccc(F)cc3)c2c1=O	-5
C=CCNC(=O)NCCS(=O)(=O)N1CCN(c2ccc(F)cc2)CC1	-8
COc1cc(=O)n(-c2ccc(F)cc2)nc1C(=O)NC1CCCCCC1	-5
COc1ccc(S(=O)(=O)N2CCCC2C(=O)N2CC(=O)Nc3ccccc32)cc1 (stereo not given)	-7
COc1cccc(NC(=O)NCC(O)c2ccc(C(F)(F)F)cc2)c1OC (stereo not given)	0
CCc1ccc2ncc(C#N)c(Nc3cccc(C(F)(F)F)c3)c2c1	-39
COc1cc(C=NNC(=O)c2ccncc2)ccc1OC(=O)c1ccc([N+](=O)[O-])cc1	1
COC(=O)c1sccc1S(=O)(=O)Nc1cnn(C2CCOCC2)c1	7
NC(=O)c1ccccc1NC(=O)Cn1cnc(-c2ccccc2)cc1=O	-12
COc1ccc(CNC(=O)CCc2csc(NC(=O)Nc3ccccc3)n2)cc1	-9
COC1(CNC(=O)NCCOc2ccccc2)CCSC1 (stereo not given)	3
Cc1cc(N2CCN(C)CC2)nc2ccc(NC(=O)Nc3ccccc3C(F)(F)F)cc12	-13
COCCOCC1CCN(C(=O)NCc2ccc(OC)cc2)CC1	-8
Cc1ccc(S(=O)(=O)N=C(Nc2cccc(C(=O)O)c2)c2ccccc2)cc1	-6
O=C1/C(=C/C=C/c2ccccc2)Oc2cc(O)ccc21	-8
O=C(CSc1ccc(NC(=O)c2ccco2)nn1)Nc1ccc2c(c1)OCO2	-5
O=C(Nc1ccc(Nc2cc(-n3cccn3)ncn2)cc1)Nc1ccc(F)cc1F	-14
Cc1ccnc(NS(=O)(=O)c2ccc(NC(=O)COc3cccc4c3OC(C)(C)C4)cc2)n1	-15
NC(=O)c1ccccc1NC(=O)c1csc(Nc2cccc(Cl)c2)n1	-8
O=C(c1ccc(Cl)s1)N1CCC[C@H](Oc2cnccn2)C1	-16
O=C(CSCc1ccccc1)Nc1ccc2c3c(cccc13)CC2	-11
Nc1ccc(-c2ccccc2)cc1C(=O)O	-3
CCN(CC)CCN(C(=O)c1c(F)cccc1F)c1nc2c(OC)ccc(C)c2s1	-13
O=C(NCC(=O)N1CCOC(c2ccccc2)C1)C(=O)NCc1ccc2c(c1)OCO2 (stereo not given)	-7
CCOc1ccc(NC(=O)c2ccc(N3CC4CC(C3)c3cccc(=O)n3C4)c(NC(=O)Cc3c(F)cccc3Cl)c2)cc1 (stereo not given)	-3
CC(=NNc1ccc(C)c(Cl)c1)c1cccnc1	-4
CC(C(=O)Nc1ccc(-c2cn3ccsc3n2)cc1)n1nc(-c2ccc(F)cc2)ccc1=O (stereo not given)	-18
COc1cc(NC(=O)N2CCCCC(c3ccc(Cl)cc3)C2)cc(OC)c1OC (stereo not given)	7
COC(=O)N1CCC(CNC(=O)c2cccc(N(C)C)c2)CC1	-10
COc1cc(OC)cc(C(=O)Nc2cccc(-c3csc(NC(=O)c4cc(OC)cc(OC)c4)n3)c2)c1	-8&7
Cc1ccc(NC(=O)C(=O)NCCN2CCN(c3ccc(F)cc3)CC2)cc1Cl	3
O=C(C1CCN(S(=O)(=O)c2cccs2)CC1)N(Cc1cccnc1)c1nc2c(F)cc(F)cc2s1	4
O=C(NCc1n[nH]c(=O)c2ccccc12)c1c(F)cccc1Cl	4
COc1cccc(-c2csc(/C(C#N)=C\c3ccc(Cl)cc3Cl)n2)c1	-14
Cc1cccc(NC(=O)c2c[nH]c3c(Cl)cccc3c2=O)n1	-14
CCOC(=O)Cn1nc([N+](=O)[O-])c([N+](=O)[O-])c1C	6
O=C(CS(=O)(=O)c1cccs1)NCCc1ccccc1	-4&1
COCC(=O)N1CCCc2ccc(NS(=O)(=O)c3ccccc3Cl)cc21	6
Cc1ccc(/C=C(/C#N)c2nc(-c3ccc(C)c(C)c3)cs2)o1	-9

(listing goes on)
smiles	SSB-PriA inh
N=C1C(c2nc3ccccc3[nH]2)=C(O)CN1c1ccc2c(c1)OCCO2	16
COc1ccc2nc(-c3ccc(C)c(NC(=O)c4cc(OC)c(OC)c(OC)c4)c3)cn2n1	-15
CS(=O)(=O)c1ccc(-c2ccc(NC(=O)CSCc3ccccc3)cc2)nn1	2
CCONC(=O)Nc1ccccc1C	-1
COc1ccccc1-n1nnc(C(=O)OCc2ccccc2F)c1C	-8
O=C1OCCNC1=CC(=O)c1ccc(Cl)cc1	-10
Cc1nc2ccc(C(=O)N3CCC(N4CCCC4COCc4ccccc4)CC3)cc2s1 (stereo not given)	-8
Cc1cccc(OC2CCN(S(=O)(=O)c3cccs3)CC2)n1	-10
O=C(CNc1ccccc1F)NN=CC1CC=CCC1 (stereo not given)	1
Cc1ccccc1OCC(=O)NN=Cc1c(C)nn(-c2ccccc2)c1Cl	-2
O=C(N/N=C\c1ccccc1[N+](=O)[O-])c1cccc(O)c1	-1
CC1CN(S(=O)(=O)c2cccc(Cl)c2)CC(C)O1 (stereo not given)	-22&-6
CN1C[C@@H](NC(=O)c2ccccc2Cl)CC1=O	-2
O=C(Nc1ccc2c(c1)OCCO2)C1CCN(c2cnc3ccccc3n2)CC1	-11
Cc1cc(NC(=O)C2CCCN(S(=O)(=O)c3ccc(Cl)cc3)C2)on1 (stereo not given)	6
CCOc1ccc(OCCNS(=O)(=O)c2cc(C)c(C)cc2C)cc1	-1
Cc1ccc(-c2cc(C(=O)NN=Cc3c[nH]c4ccccc34)[nH]n2)cc1	25
CCOc1ccccc1CNC(=O)C1CCN(c2ncccc2S(=O)(=O)N2CCCCC2)CC1	-2
O=C(CC1CCCCN1S(=O)(=O)c1ccccc1)Nc1ccc2c(c1)OCO2 (stereo not given)	23
O=C(NC[C@]1(O)CCc2ccccc2C1)c1ccccc1Br	-11
N#Cc1ccc(S(=O)(=O)NC2CCC(Oc3cnccn3)CC2)cc1 (stereo not given)	-6
O=C(NCCCn1ccnc1)C(=O)Nc1ccc2c(c1)N(S(=O)(=O)c1cccs1)CCC2	51*
CCOC(=O)N1CCN(C(=O)Cn2nc(C)c3cnn(C(C)(C)C)c3c2=O)CC1	-6
CSc1nc2ccc3nc(NC(=O)CN4C(=O)CCC4=O)sc3c2s1	0
NCCCc1nc(Cc2ccc(Cl)cc2)no1	0
CC(C)C(=O)N1CCc2ccc(NC(=O)c3ccc(Cl)cc3)cc2C1	15
Cc1cccc(-c2nc3scc(CCNC(=O)c4cccs4)n3n2)c1	-17
CCN(CC)S(=O)(=O)c1ccc(OC)c(C(=O)O)c1	-15
COc1ncccc1C(=O)NCC1CCCN1c1ccccc1 (stereo not given)	9
N[C@@H](C(=O)O)c1cccc2ccccc12	-14
Cn1nccc1C(=O)NCc1ccccc1	3
Cn1c(=NC(=O)c2coc3ccccc3c2=O)sc2cccc(F)c21	1
Cn1cccc1CC(=O)NN=C/C(Cl)=C/c1ccccc1	12
CC(C)(C)NC(=O)NCc1ccnc(-c2ccco2)c1	-10
O[C@H](COc1ccc2cc(Br)ccc2c1)CN1CCCCC1	5
Cc1cc(CCNC(=O)c2ccc(Cl)cc2)on1	-16
O=C(c1cccs1)N1CCN(CCn2ccnc2)CC1	-11
COc1nn(C)cc1-c1nnc(SCC(=O)c2ccc(Cl)cc2)n1C	-14
O=C(CCn1ccc(=O)[nH]c1=O)N1CC(c2nc(-c3cccs3)no2)C1	-8
C/C(C=NNc1nnc(C)c(=O)[nH]1)=C\c1ccccc1	1
CC(=O)N1CCN(C2=NC(=O)/C(=C\c3ccc(OS(=O)(=O)c4ccccc4)cc3)S2)CC1	-9
COc1ccc(C2(CNC(=O)[C@@H]3CC=CCC3)CCCC2)cc1	-5
Cc1cc(C=Nn2cnnc2)c(C)n1-c1ccc(Cl)cc1Cl	14
COc1ccccc1OCC#CCNC(=O)Nc1ccccc1C	-12
CC(C)(C)c1ccc(C=NNC(=O)c2ccccn2)cc1	-5
O=C(Oc1ccc(C=NC23CC4CC(CC(C4)C2)C3)cc1)c1ccccc1F	1
O=S(=O)(c1ccc2ccccc2c1)N1CCO[C@@H](Cc2ccccc2)C1	-15
Cc1ccc(C)c(NC(=O)CSc2nnc(NC(=O)c3cc(Br)ccc3Cl)s2)c1	-8
O=C(N/N=C/c1ccc([N+](=O)[O-])o1)c1cncc(Br)c1	i
COc1ccc(-c2c3c(nc4sc(C(=O)Nc5nsc(-c6ccccc6)n5)c(N)c24)CC(C)(C)CC3=O)cc1	-8
CC(C)S(=O)(=O)c1ccc(CC(=O)NCC2CCN(C(=O)COc3ccccc3)CC2)cc1	-6
CCc1ccc(-c2cc3c(SCC(=O)Nc4ccc(C(=O)OC)cc4)nccn3n2)cc1	-3
CCN(Cc1cnc2ccccn12)C(=O)NCc1ccc(OC)cc1	1
Cc1ccccc1-c1ccc(N2CCC(C(=O)Nc3ccc4c(c3)OCO4)CC2)nn1	21
COc1ccc(-c2cc(COC(=O)C3c4ccccc4Oc4ccccc43)no2)cc1OC	-8
Nc1ncnc(Nc2ccc(Cl)cc2C(=O)c2ccccc2Cl)c1[N+](=O)[O-]	3
O=C(c1ccc(F)c(F)c1)N1CCN(Cc2nc3ccccc3[nH]2)CC1	-4
Cc1ccc(CS/C(Nc2cccc(Cl)c2C)=C(\C#N)S(=O)(=O)c2ccccc2)cc1	-4
Cc1ccccc1-c1noc(CSc2nc3ccsc3c(=O)n2-c2ccc(Cl)cc2)n1	10
COc1ccc(S(=O)(=O)N=C2NC(=O)/C(=C/c3ccco3)S2)cc1	-7

Next section.
smiles	SSB-PriA inh
COc1ccc(C)cc1NC(=O)Cn1cnc2c(-c3ccccc3)csc2c1=O	-3
Cc1nn(CCO)c(C)c1CC(=O)O	-16
Cc1cccc(NC(=O)Nc2nc(C(=O)NCc3ccco3)cs2)c1	-1
CN(C)c1cccc(C(=O)NC[C@H](O)c2csc3ccccc23)c1	16
CC(C)(C)NC(=O)CSc1cccc2cccnc12	41
CSc1ccccc1NC(=O)c1cn(C)nn1	-13
COc1ccc(S(=O)(=O)C2CN(C(=O)Cn3cnc(C)c(C)c3=O)C2)cc1	8
O=C(c1ccco1)N1CCN(C(=O)c2cc3cc(Cl)cc(Cl)c3oc2=O)CC1	-10
COC(=O)c1ccc2c(=O)n(Cc3ccc(C(=O)NCCc4ccccc4)cc3)c(=S)[nH]c2c1	-4
C/C(=C1\SC(=S)N(CCS(=O)(=O)O)C1=O)c1ccc(Cl)cc1	-7
CS(=O)(=O)N1CCCC1C(=O)Nc1nc(-c2ccc3c(c2)CCCC3)cs1 (stereo not given)	5

3 entries from above, field by field.
> O=C(c1cccs1)N1CCN(CCn2ccnc2)CC1
  SSB-PriA inh: -11
> COc1cc(C=NNS(=O)(=O)c2ccc3ccccc3c2)ccc1OCCN1CCOCC1
  SSB-PriA inh: 20
> N[C@@H](C(=O)O)c1cccc2ccccc12
  SSB-PriA inh: -14

High-throughput results as filed in PubChem.
